# Mdm2-MdmX inh: disrupts the human Mdm2-MdmX interaction. O15151+Q00987. SaOS-2 split-luciferase Mdm2/MdmX complementation, luminescence. inhibition, % at 8 µM. actives 3% (n = 330,000). AID 485346;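 active = inhibition of at least 50% at 8 µM in the primary screen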
# Target sequence (O15151 whole entry, looked up): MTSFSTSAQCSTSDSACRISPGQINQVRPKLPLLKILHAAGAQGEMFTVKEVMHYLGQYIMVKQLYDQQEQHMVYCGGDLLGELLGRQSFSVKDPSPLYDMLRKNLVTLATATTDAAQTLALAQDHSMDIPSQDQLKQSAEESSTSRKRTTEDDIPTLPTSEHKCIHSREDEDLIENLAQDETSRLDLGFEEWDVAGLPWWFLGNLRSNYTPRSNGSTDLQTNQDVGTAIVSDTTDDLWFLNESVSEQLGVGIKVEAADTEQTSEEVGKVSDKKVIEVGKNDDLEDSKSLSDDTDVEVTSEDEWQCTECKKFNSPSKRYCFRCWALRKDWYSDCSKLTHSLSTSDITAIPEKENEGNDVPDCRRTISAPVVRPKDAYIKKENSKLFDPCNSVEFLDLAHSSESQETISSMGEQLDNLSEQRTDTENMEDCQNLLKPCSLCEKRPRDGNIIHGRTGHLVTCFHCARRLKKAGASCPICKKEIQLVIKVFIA
# Target sequence (Q00987 whole entry, looked up): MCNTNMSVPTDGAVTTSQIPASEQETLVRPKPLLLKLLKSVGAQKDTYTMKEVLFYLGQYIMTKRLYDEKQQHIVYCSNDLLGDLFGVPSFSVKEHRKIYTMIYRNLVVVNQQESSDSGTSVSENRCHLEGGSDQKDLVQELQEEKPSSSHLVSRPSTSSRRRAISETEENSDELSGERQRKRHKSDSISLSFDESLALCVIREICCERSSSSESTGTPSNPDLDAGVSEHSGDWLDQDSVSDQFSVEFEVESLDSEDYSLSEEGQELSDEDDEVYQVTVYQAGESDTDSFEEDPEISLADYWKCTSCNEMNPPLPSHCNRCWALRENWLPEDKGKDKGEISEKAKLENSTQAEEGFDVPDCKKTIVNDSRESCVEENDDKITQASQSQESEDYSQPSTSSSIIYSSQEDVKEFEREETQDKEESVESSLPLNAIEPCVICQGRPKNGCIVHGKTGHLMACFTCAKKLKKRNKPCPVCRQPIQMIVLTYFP
# tim10-1 inh: inhibits growth of tim10-1 mutant yeast; actives 2.2% (n = 330,000); inhibition, % at 20 µM; S. cerevisiae tim10-1 ts strain growth, BacTiter-Glo, 24 h;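 active = inhibition of at least 40%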;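 also: mutant grown at 25 °C; 0% = DMSO wells with yeast and 100% = wells holding no yeast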
# CHOP UPR activ: apoptotic UPR (CHOP) activation; actives 0.34% (n = 330,000); CHO-CHOP luciferase reporter, luminescence; percent of tunicamycin response over DMSO baseline; activation, % at 10 µM;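 active = at 10 µM dose, activation of 40% or more, normalized to positive control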;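 also: 100% = tunicamycin at 10 µg/mL and 0% = DMSO alone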
#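 Assay system: CHO cells with stable CHOP pathway luciferase reporter; Buffer or medium: F12 plus 10% serum; Times: 16-18 h cell attachment, then 6 h compound exposure, 37 °C; Signal: luciferase luminescence; Read-out basis: percent activation relative to tunicamycin control; Control set: tunicamycin high control, DMSO low control.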
# TIM10 inh: growth inhibitors of TIM10 yeast strain; S. cerevisiae TIM10 strain growth, BacTiter-Glo luminescence, 24 h; inhibition, % at 10 µM; actives 1.4% (n = 330,000);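 active = inhibition of 40% or more at the single tested concentration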;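 also: wild-type TIM10 isogenic control strain grown at permissive 25 °C; 0% = DMSO yeast wells and 100% = minimal medium wells without yeast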
# tim23-1 inh: growth inhibitors of tim23-1 mutant yeast | S. cerevisiae tim23-1 growth, BacTiter-Glo luminescence, 24 h | inhibition, % at 20 µM | actives 1.3% (n = 330,000) | AID 463212;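 active = growth inhibition of the mutant yeast at or above 50%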;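 also: temperature-sensitive mutant grown at 25 °C; plate controls were DMSO-treated mutant yeast for no effect and medium wells lacking yeast for full effect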
# Jurkat NFkB inh: inhibitors of the PMA/ionomycin-induced NF-kB reporter in Jurkat cells | inhibition, % at 4 µM | PMA/ionomycin-induced NF-kB luciferase reporter, luminescence | actives 0.53% (n = 330,000); in the data active = inhibition above about 50%
# UPR XBP1 act: adaptive UPR (XBP1) activation; CHO-XBP1 luciferase reporter, IRE1-XBP1 UPR activation, luminescence; percent of tunicamycin response, DMSO as zero; activation, % at 20 µM; actives 0.33% (n = 330,000); AID 463104;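 active = versus positive control, 20 µM dose yields 30% or more activation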;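 also: 100% = tunicamycin at 10 µg/mL and 0% = DMSO only wells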
#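 Material: CHO-XBP1 cells stably carrying IRE1-XBP1-driven luciferase reporter | Medium: F12 with 10% serum | Compound dosing: 20 µM single concentration, DMSO 1% | Incubation: Overnight seeding at 37 °C, 6 h compound treatment at 37 °C | Detection: Steady-Glo luminescence read | Read-out basis: % activation of reporter signal versus tunicamycin and DMSO controls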
# 697 NFkB inh: inhibitors of the PMA/ionomycin-induced NF-kB reporter in 697 B cells; AID 435022; inhibition, % at 4 µM; actives 0.33% (n = 330,000); 697 B-cell NF-kB luciferase reporter, 16 h; in the data active = inhibition above about 35%
# * = called active by the depositor.
SMILES,Mdm2-MdmX inh,tim10-1 inh,CHOP UPR activ,TIM10 inh,tim23-1 inh,Jurkat NFkB inh,UPR XBP1 act,697 NFkB inh
CC(NS(=O)(=O)c1ccc2c(c1)oc(=O)n2C)c1ccccc1 (stereo unspecified),6,15,1.8,13,19,7,-4,-21
Cc1occc1C(=O)Nc1nnc(C(F)(F)F)s1,-11,9,1.8,1,15,-1,1,-11
C=CCn1c(-c2sc3nc(C)cc(C)c3c2N)n[nH]c1=S,-8,6,0.2,-30,4,-14,-2,11
Cc1ccc(CNC(=O)COC(=O)c2ccc(Br)cc2)cc1,11,4,1.7,4,-4,-2,0,6
O=C(Nc1ccc2c(c1)CCC2)c1cccc(S(=O)(=O)N2CCN(c3ccccc3)CC2)c1,29,32,1.3,37,18,5,-1,20
CNS(=O)(=O)c1cccc(C(=O)OCC(=O)Nc2nc(OC)cc(OC)n2)c1,9,11,-2.5,8,1,-7,-1,18
COc1ccc(-c2nn(C)c(=O)c3ccccc23)cc1CNC(=O)C1CCCCC1,13,16,0.5,19,17,10,-1,-20
Cc1ccc(S(=O)(=O)NCc2nc3nc(C)cc(C)n3n2)c(C)c1,8,-3,0.1,2,-9,6,-3,21
COc1ccc(C)cc1NC(=O)C(=O)N/N=C(\C)CC(=O)Nc1cccnc1,14,-5,-0.1,13,14,3,0,15
CN1CCN(c2ccc(S(=O)(=O)N3CCCCC3)cc2NC(=O)COc2ccc(F)cc2)CC1,10,8,0.3,13,-6,4,1,7
O=C(c1cccs1)N1CCC(Cc2ccccc2)CC1,30,-8,0.3,-26,-15,1,-1,-11
Cc1ccc(C)n1-c1nnc(N2CCC(C(=O)NCCCN3CC(C)CC(C)C3)CC2)s1 (stereo unspecified),15,-5,3.6,4,-22,9,-5,-43
CC(=O)c1c(C)[nH]c(C(=O)NC2CCCCC2)c1C,30,18,0.9,-13,18,-2,0,-18
CCC(=O)N(CCC(Cc1ccccc1)c1ccc2c(c1)OCO2)Cc1ccccc1F (stereo unspecified),8,18,-1.7,25,4,5,-2,13
CCCCn1c(SCC(=O)NCC2CCCO2)nc2ccc(N3CCOCC3)cc2c1=O (stereo unspecified),-7,3,-1.8,-19,12,10,-2,-24
O=C(c1csc2ccccc12)N1CCN(c2ccccn2)CC1,-16,17,2.3,22,20,-1,-2,0
COCCn1c(C)cc(C(=O)COC(=O)CCN2C(=O)c3ccccc3C2=O)c1C,-4,18,0.9,19,18,-18,2,-16
CCCCCCCC(=O)Nc1ccc(C(=O)N/N=C/c2cccc([N+](=O)[O-])c2)cc1,88*,1,193*,-3,-4,1,237*,-6
CC(Oc1ccccc1)c1nnc(SCC(=O)NC2CC2)n1C (stereo unspecified),-3,-1,1.3,2,-7,-7,0,-10
c1ccc(CSc2nnc(-c3sccc3-n3cccc3)o2)cc1,24,23,-3.5,-15,19,-31,0,4
COc1cc2c(=O)n(-c3ccc(C)cc3)c(=O)n(CC(=O)c3ccc4c(c3)OCO4)c2cc1OC,0,-40,0.5,-12,-20,7,-5,-1
CCCCOc1ccc(-n2nc(C)cc2C)nn1,11,6,2.1,5,14,-20,3,-15
O=C(CSc1nnc(-c2ccncc2)n1Cc1ccco1)Nc1nc(-c2ccccc2)cs1,12,3,4.5,-45,-42,8,0,-55
O=C1CCCC2=C1C(c1cccs1)n1nc(SCc3ccc(C(=O)O)cc3)nc1N2 (stereo unspecified),2,-15,-1.3,2,0,-2,0,1
COc1ccc(C2=CC3=C(Br)C(=O)C(C)(OC(=O)c4ccc(Cl)nc4)C(=O)C3=CO2)cc1 (stereo unspecified),-1,23,0.7,16,37,17,0,5
CC(C)(NO)/C(=N\O)c1ccccc1,-1,-3,-3.5,-2,12,11,-1,-10
Cn1c(SCC(=O)c2ccc(F)cc2)nnc1-c1ccccc1N,16,21,1.4,-18,2,-23,-2,-30
CCOc1ccc(CC(=O)OCN2C(=O)c3ccccc3C2=O)cc1,17,16,-1.5,-6,24,-5,-2,11
COc1ccc(N2C3=C(C(=O)CC(C)(C)C3)C(c3cnn(C)c3)C3=C2CC(C)(C)CC3=O)cc1,28,4,2.7,-6,14,2,4,5
COc1ccc(N(CC(=O)NN=C2CCCCCCC2)S(=O)(=O)c2ccccc2)cc1Cl,-13,1,3.0,-2,8,-13,-3,1
CC(C)(C)NCC(O)COc1ccccc1C1CCCC1 (stereo unspecified),27,23,-2.8,9,6,11,-5,14
Cc1c(NC(NC(=O)CC(C)C)C(Cl)(Cl)Cl)c(=O)n(-c2ccccc2)n1C (stereo unspecified),-20,-3,2.2,1,4,-3,7,16
COc1ccc(S(=O)(=O)N2CCOCC2)cc1NC(=O)CN1CCCC1,-27,9,2.1,7,2,6,1,8
Cc1nnc(Oc2ccc([N+](=O)[O-])cc2)c2ccccc12,-23,-4,3.0,11,9,2,-1,-22
CCOC(=O)C1CCCN(C(=O)c2cc(S(=O)(=O)N3CCCCC3)ccc2C)C1 (stereo unspecified),-15,18,0.1,-17,10,8,0,-5
CC(C)(C)NC(=O)C(c1cccs1)N(C(=O)c1csnn1)c1ccccc1F (stereo unspecified),18,1,1.3,14,11,1,-3,1
COc1cc2nc(C3CC3)n(NC(=O)c3ccc(Cl)cc3)c(=O)c2cc1OC,10,18,-1.7,10,30,6,-2,1
COc1ccc(-n2nc(C(C)=O)c(=O)[nH]c2=O)cc1,14,5,-0.7,9,-1,-2,0,-17
CSc1cccc(NC(=O)Nc2nc3c(C)cccc3s2)c1,28,22,0.2,6,7,-35,9,-4
CC(C)C[C@@]12C(=O)N(c3cccc(Cl)c3)C(=O)N1[C@H](c1ccc(F)cc1)[C@@H]1C(=O)N(C3CCCCC3)C(=O)[C@@H]12,37,14,0.4,8,27,11,-1,10
O=C(NCCO)c1ccc2[nH]c3ccccc3c2c1,34,8,2.4,11,17,-16,3,0
CN1Cc2c(N3CCOCC3)nc(SCCC#N)c(C#N)c2CC1(C)C,-13,-4,-0.3,-4,13,2,-3,18
Cc1ccc(C=Nc2ccccc2C#N)s1,-3,-6,6.7,-5,5,-7,-2,8
CCCCc1nc(NCCN)c(C#N)c2c1CSC(C)(C)C2,39,6,-1.5,-1,4,2,6,0
COc1cc(CNCCc2ccc(S(N)(=O)=O)cc2)ccc1OCC(=O)NC(C)(C)C,20,9,-1.7,-10,6,7,-1,12
CSCCC1NC(=O)N(CC(=O)N2CCc3ccccc3C2)C1=O (stereo unspecified),-19,12,1.2,1,15,12,2,15
CCOC(=O)C1CCN(c2nc(-c3ccccc3)nc3c2oc2ccccc23)CC1,21,15,-2.3,4,21,-14,2,19
CC12CCC(=O)N1C(C(=O)Nc1cc(S(=O)(=O)N3CCCCCC3)ccc1OCC(F)(F)F)CS2 (stereo unspecified),11,-7,3.0,12,4,7,-9,3
O=[N+]([O-])c1ccccc1NCc1c(O)ccc2ccccc12,19,36,-0.3,11,38,3,-5,-1
C=CCSc1n[nH]c(-c2ccccc2)n1,-3,18,0.4,-4,15,-20,1,-22
COc1ccc(CCNC(=O)c2coc3ccccc3c2=O)cc1OC,11,27,1.2,1,19,-10,5,-1
Cc1ccc(NC(=O)Cn2c(=O)n(Cc3ccco3)c(=N)c3c4c(sc32)COC(C)(C)C4)cc1,6,18,3.2,10,26,2,-2,2
CCOC(=O)Cn1nc(C)c(NC(=O)c2ccc([N+](=O)[O-])c(C)c2)c1C,-1,9,2.5,-9,5,8,-1,14
C=CCN1C(=O)/C(=C/c2ccc(O)c(OC)c2)S/C1=N/c1nccs1,18,-14,3.7,-12,16,5,9,-22
CN(C)S(=O)(=O)c1ccc(N2CCCC2)c(C(=O)N2CCN(c3ccc([N+](=O)[O-])cc3)CC2)c1,4,9,-0.9,-7,-1,-23,-3,7
CCOc1c2ccc(C(=O)NCc3ccc(OC(F)(F)F)cc3)cc2nn1CC,2,-2,1.2,6,26,-1,4,10
Cc1cccc(C)c1OCC(=O)Nc1ccc(NC(=O)c2ccco2)cc1,-2,-2,-0.8,7,7,-12,0,-11
COc1ccccc1NC(=O)COc1ccc2ccccc2c1,-9,7,2.0,8,22,0,-6,2
Cc1cccn2c(=O)c3cc(C(=O)NCc4ccco4)c(=N)n(C4CCCC4)c3nc12,9,2,4.5,17,7,8,2,-1
CCN(CC)S(=O)(=O)c1ccc(OC)c(NC(=O)c2cn(CC)c3nc(C)ccc3c2=O)c1,-6,-36,-2.4,-11,-4,5,-5,13

# Some of the entries above in another layout:
SMILES	Mdm2-MdmX inh	tim10-1 inh	CHOP UPR activ	TIM10 inh	tim23-1 inh	Jurkat NFkB inh	UPR XBP1 act	697 NFkB inh
O=[N+]([O-])c1ccccc1NCc1c(O)ccc2ccccc12	19	36	-0.3	11	38	3	-5	-1
Cc1cccc(C)c1OCC(=O)Nc1ccc(NC(=O)c2ccco2)cc1	-2	-2	-0.8	7	7	-12	0	-11

# Additional compounds
SMILES,Mdm2-MdmX inh,tim10-1 inh,CHOP UPR activ,TIM10 inh,tim23-1 inh,Jurkat NFkB inh,UPR XBP1 act,697 NFkB inh
O=C(CSc1nnc2ccccn12)NNC(=O)c1ccc([N+](=O)[O-])cc1,14,-10,-0.6,4,1,-4,-2,-1
O=C(Nc1cccnc1)C1CCCN(c2ncnc3c2nc2n3CCCCC2)C1 (stereo unspecified),2,-3,0.7,4,0,12,1,-7
COc1ccc(/C=C2\SC(=N)N(c3nccs3)C2=O)cc1OC,17,22,5.6,11,31,-9,7,-2
COc1ccc(C)cc1-n1nnnc1SCC(=O)Nc1cc(C)on1,-1,19,-1.6,5,-1,2,-2,31
COC(CNC(=O)CNC(=S)N(Cc1ccccc1)Cc1cccs1)OC,14,16,1.2,-7,12,5,0,16
CC(C)(C)c1cc(Br)c(O)c(N=Nc2ccc(S(=O)(=O)N3CCOCC3)cc2)c1,18,23,2.6,4,24,6,0,-9
COc1ccc(/C(N)=N/OC(=O)CCc2ccccc2)cc1,0,26,4.4,33,49,-34,9,-27
COc1cccc(N(C(=O)Cn2nnc(-c3ccc(C)o3)n2)C(C(=O)NC2CCCC2)c2ccncc2)c1 (stereo unspecified),26,-10,2.3,-19,-11,6,-4,-6
COc1cccc(CC(NC(C)=O)C(=O)NC2CCN(c3ncccc3[N+](=O)[O-])CC2)c1 (stereo unspecified),10,-3,-1.6,-11,12,-6,1,-14
C=CCn1c(=O)c(C(C)=O)cn(N(C)c2ncc(C(F)(F)F)cc2Cl)c1=O,-26,13,-0.5,-5,10,-6,4,11
Cc1nn(-c2ccccn2)c2c1-c1nc(N)ncc1CC2,23,13,1.4,4,-1,-44,6,-59
S=C(NCc1ccco1)Nc1ccc(Cl)cc1Cl,-28,25,5.3,4,40,-8,1,-5
CCc1nc2ccc(C)cc2c(C(=O)NC2CCCCC2C)c1C (stereo unspecified),-1,12,-0.1,4,18,0,-2,-40
COc1ccccc1CNC(=O)CCN1C(=O)COc2ccccc21,6,10,-2.5,-2,0,-9,1,23
Cc1ccc(OCCC(=O)Nc2ccc3c(c2)OCO3)cc1,23,-20,0.7,-3,12,-9,2,-10
Cc1c(C)c2ccc(OCC(=O)Nc3ccc(CN4CCOCC4)cc3)cc2oc1=O,22,27,-0.3,-10,2,10,-7,14

# Part of the list above, with values under each structure:
# Fields – Mdm2-MdmX inh, tim10-1 inh, CHOP UPR activ, TIM10 inh, tim23-1 inh, Jurkat NFkB inh, UPR XBP1 act, 697 NFkB inh
COc1ccc(/C(N)=N/OC(=O)CCc2ccccc2)cc1
 : 0, 26, 4.4, 33, 49, -34, 9, -27
CC(C)(C)c1cc(Br)c(O)c(N=Nc2ccc(S(=O)(=O)N3CCOCC3)cc2)c1
 : 18, 23, 2.6, 4, 24, 6, 0, -9
O=C(Nc1cccnc1)C1CCCN(c2ncnc3c2nc2n3CCCCC2)C1 (stereo unspecified)
 : 2, -3, 0.7, 4, 0, 12, 1, -7
Cc1nn(-c2ccccn2)c2c1-c1nc(N)ncc1CC2
 : 23, 13, 1.4, 4, -1, -44, 6, -59

# Compound activity from PubChem BioAssay.
